Source: PubChem
Cav32 inh: Cav3.2 calcium influx blockers – cell-based, Fluo-4 calcium fluorescence, FDSS, MLSMR library, primary screen. Voltage-dependent T-type calcium channel subunit alpha-1H (Homo sapiens), O95180. Cav3.2-expressing cells; stronger effect = lower value. B-score at 10 µM. 4% of 100,000 active. AID 449739, 2010;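 active means single-dose well whose peak fluorescence ratio is a statistical outlier from its plate by either plate-standardised score or position-corrected B-score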
Target sequence (O95180 whole entry, looked up): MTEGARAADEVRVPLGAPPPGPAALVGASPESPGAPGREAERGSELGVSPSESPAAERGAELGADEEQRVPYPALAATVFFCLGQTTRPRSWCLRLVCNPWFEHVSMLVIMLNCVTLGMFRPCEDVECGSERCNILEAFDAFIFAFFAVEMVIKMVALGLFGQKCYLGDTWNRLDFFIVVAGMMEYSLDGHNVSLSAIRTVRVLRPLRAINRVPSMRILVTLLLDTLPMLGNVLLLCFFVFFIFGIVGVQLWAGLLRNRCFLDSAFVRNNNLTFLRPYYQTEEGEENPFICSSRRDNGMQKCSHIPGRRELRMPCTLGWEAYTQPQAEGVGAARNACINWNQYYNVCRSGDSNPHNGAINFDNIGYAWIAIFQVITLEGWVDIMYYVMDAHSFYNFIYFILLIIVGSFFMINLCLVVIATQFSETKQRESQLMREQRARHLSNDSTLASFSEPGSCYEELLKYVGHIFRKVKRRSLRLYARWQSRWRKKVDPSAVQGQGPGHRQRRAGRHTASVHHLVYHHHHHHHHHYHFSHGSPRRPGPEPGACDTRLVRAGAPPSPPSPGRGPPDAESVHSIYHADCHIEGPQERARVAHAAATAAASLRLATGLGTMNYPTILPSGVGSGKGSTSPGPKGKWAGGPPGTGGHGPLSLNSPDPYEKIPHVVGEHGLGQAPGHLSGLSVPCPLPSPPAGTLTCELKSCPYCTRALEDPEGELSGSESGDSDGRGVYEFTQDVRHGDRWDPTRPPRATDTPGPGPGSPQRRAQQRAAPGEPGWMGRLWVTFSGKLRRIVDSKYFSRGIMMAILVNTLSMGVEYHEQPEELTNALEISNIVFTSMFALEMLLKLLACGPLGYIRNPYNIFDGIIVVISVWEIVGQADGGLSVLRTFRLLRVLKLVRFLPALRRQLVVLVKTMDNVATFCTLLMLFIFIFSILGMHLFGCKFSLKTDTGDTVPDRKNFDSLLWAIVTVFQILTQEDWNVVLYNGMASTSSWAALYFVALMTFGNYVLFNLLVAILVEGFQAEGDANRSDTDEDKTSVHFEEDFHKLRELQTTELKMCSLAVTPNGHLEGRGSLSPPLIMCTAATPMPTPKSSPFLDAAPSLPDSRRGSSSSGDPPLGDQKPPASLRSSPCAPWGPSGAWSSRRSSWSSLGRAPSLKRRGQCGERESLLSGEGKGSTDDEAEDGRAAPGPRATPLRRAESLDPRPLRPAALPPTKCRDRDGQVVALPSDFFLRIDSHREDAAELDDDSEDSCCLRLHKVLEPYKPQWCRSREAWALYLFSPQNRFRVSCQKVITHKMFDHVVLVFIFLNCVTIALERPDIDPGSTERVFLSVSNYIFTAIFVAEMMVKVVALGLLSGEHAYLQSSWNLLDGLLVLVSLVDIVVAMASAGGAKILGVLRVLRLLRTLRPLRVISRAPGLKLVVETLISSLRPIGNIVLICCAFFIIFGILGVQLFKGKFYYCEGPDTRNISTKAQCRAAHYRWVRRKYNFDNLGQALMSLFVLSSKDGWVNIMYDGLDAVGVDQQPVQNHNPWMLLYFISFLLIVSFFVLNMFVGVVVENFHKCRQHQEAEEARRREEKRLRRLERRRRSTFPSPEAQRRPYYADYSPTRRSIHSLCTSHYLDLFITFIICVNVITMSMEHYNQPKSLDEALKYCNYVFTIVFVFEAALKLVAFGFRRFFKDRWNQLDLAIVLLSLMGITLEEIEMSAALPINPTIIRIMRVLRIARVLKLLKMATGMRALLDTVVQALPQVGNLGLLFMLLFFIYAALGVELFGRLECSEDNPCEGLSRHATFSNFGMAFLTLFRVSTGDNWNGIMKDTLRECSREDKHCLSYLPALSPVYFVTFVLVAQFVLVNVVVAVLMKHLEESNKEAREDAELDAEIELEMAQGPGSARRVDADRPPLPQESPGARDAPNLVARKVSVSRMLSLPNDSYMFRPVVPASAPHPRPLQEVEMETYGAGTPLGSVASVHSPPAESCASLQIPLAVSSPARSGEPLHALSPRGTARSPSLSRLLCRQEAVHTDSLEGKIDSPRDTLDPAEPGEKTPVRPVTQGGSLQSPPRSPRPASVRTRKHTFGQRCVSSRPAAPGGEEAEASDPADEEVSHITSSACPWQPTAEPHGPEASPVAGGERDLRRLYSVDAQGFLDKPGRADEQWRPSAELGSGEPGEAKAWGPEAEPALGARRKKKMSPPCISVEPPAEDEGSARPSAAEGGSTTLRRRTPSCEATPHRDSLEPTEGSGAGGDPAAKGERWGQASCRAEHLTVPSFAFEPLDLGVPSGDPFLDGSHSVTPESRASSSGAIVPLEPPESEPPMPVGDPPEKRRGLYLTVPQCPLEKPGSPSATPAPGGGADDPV
The depositor's hits bear a star. These rows are one share of the data (hit frequency here may not be typical).

SMILES	Cav32 inh
COc1ccc(NC(=O)C2Cc3ccccc3CN2C(=O)c2ccccc2)cn1 (stereo not given)	-0.367
O=C(c1ccc(N2CCCC2=O)cc1)N1CCCCCC1	0.174
COC(=O)c1cc(Br)c(=O)n(CCc2ccc(F)cc2)c1	0.821
Cc1nnc(-c2cccc(Br)c2)c2cn(-c3cccc(Br)c3)nc12	-0.499
Cc1cccc(NC(=O)c2nc[nH]c2C(=O)NCC(=O)OCc2ccccc2)c1	0.299
N#C/C(=C(/O)CSc1nnc(Cc2cccs2)n1C1CCCCC1)c1nc2ccccc2[nH]1	-3.81
Cn1nccc1C(=O)NCCN1C(=O)OC(C)(C)C1(C)O (stereo not given)	-1.12
CCCNC(=O)c1ccccc1NC(=O)c1ccccc1N(C)S(=O)(=O)c1ccc(C)cc1	-4.69*
COc1ccc(NCc2nnc(SCC(=O)c3ccc(C)cc3)o2)cc1	-0.067
COc1ccc(C2CC(=O)c3c(C)nc(N4CCN(c5ccccc5)CC4)nc3C2)cc1 (stereo not given)	-1.92
Cc1ccc2nc(SCc3nnc(-c4ccccc4Br)o3)[nH]c2c1	-3.14
Cc1ccc(C)c(Cn2c(=O)n(-c3ccc(CC(=O)NCc4ccco4)cc3)c(=O)c3sccc32)c1	0.47
COCCN(C(=O)c1csnn1)C(C(=O)NC1CCCCC1)c1cccs1 (stereo not given)	0.0853
C=CCNC(=O)CCCOc1cc(C)ccc1C	1.31
CCc1ccc(NC(=O)Nc2ccc3c(c2)N(C)C(=O)CS3)cc1	-0.496
Cc1nn(-c2ccccc2)c2c1C(c1ccccc1)C(C#N)=C(N)O2 (stereo not given)	1.4
C=CCNc1oc(-c2ccc(OCC)cc2)nc1C#N	-1.13
COc1ccc(-n2c(Cc3cccn3C)nnc2SCC(=O)Nc2cccc(OC)c2)cc1	-4.2*
CC(C)NC(=O)c1cccc(Br)c1	0.00807
C=C(C)Cn1c(CCCNC(=O)CC)nc2ccccc21	0.032

Filtered by structure: those above containing an aryl methoxy group (4)
SMILES	Cav32 inh
COc1ccc(NC(=O)C2Cc3ccccc3CN2C(=O)c2ccccc2)cn1 (stereo not given)	-0.367
COc1ccc(NCc2nnc(SCC(=O)c3ccc(C)cc3)o2)cc1	-0.067
COc1ccc(C2CC(=O)c3c(C)nc(N4CCN(c5ccccc5)CC4)nc3C2)cc1 (stereo not given)	-1.92
COc1ccc(-n2c(Cc3cccn3C)nnc2SCC(=O)Nc2cccc(OC)c2)cc1	-4.2*

Additional structures
SMILES	Cav32 inh
COc1cc([C@H](Cc2ccccc2)NC(C)=O)oc(=O)c1	-0.786
Cc1ccc(N2C(=O)c3ccc(C(=O)NCCN4CCOCC4)cc3C2=O)cc1	-0.112
COc1ccc(/C=N/NC(=O)c2sccc2OCc2ccc(F)cc2)cc1OC	0.312
CCOC(=O)/C(C#N)=C\c1ccco1	-0.319
O=C1C2C3C=CC(C3)C2C(=O)N1c1nccs1 (stereo not given)	0.295
Cc1ccc(NC(=O)CSc2nnc(Cc3cccn3C)n2-c2ccc(F)cc2)cc1	-3.86*
CCOC(=O)c1sc(C)c2c(=O)n(CC(=O)c3ccc(Br)cc3)nnc12	-0.25
CCN(CC)c1ccc(NC(=O)CN2C(=O)CC(C)(C)S(=O)(=O)c3ccccc32)c(C)c1	-1.75
CCCCOC(=O)c1ccc(NC(=O)c2cnc3n(c2=O)CCS3)cc1	-1.02
O=S(=O)(N/N=C/c1ccc2c(c1)OCCO2)c1ccccc1	1.29
O=C(CN1CCN(c2ccc(F)cc2)CC1)N1N=CCC1c1ccccc1 (stereo not given)	0.397
O=c1c([N+](=O)[O-])c(N2CCCCCC2)c2ccccc2n1-c1ccccc1	1.17
Cc1cccc(NC(=O)CCc2c(C)nc3ncnn3c2C)n1	0.81
CC(C)Cn1c(-c2ccccc2F)n[nH]c1=S	0.388
CC1CCc2nc(NC(=O)c3ccc(S(=O)(=O)N4CCCc5ccccc54)cc3)sc2C1 (stereo not given)	-1.05
CC(C)CC1NC(=O)N(CC(=O)c2ccc3c(c2)OCCO3)C1=O (stereo not given)	0.0602
O=C(CSc1nnc(-c2cccnc2)n1CCc1ccccc1)NCc1ccccc1	0.107
CCOc1cccc2c1OC1(C)CC2NC(=O)N1c1cccc(F)c1 (stereo not given)	-0.345
CCCCN(C(=O)CN1C(=O)C2CC=CCC2C1=O)c1c(N)n(CCC)c(=O)[nH]c1=O (stereo not given)	0.81
Cc1cc(C)n2nc(SCC(=O)c3ccc[nH]3)nc2n1	1.77
COc1ccc(CCNC(=O)COc2ccc(S(=O)(=O)N3CCOCC3)cc2)cc1OC	-4.33*
Cc1ccc(S(=O)(=O)NC(C(=O)OCC(=O)NC(=O)c2cccn2C)C(C)C)cc1 (stereo not given)	0.021
Cn1nnnc1SCc1ccc(C(=O)Nc2nccs2)cc1	0.033
CCCNS(=O)(=O)c1ccc(NC(=O)c2cccnc2)cc1	0.473
O=C(Oc1c(Cl)cc(Cl)c2cccnc12)c1ccco1	-1.8
Nc1nnc(Cc2ccc(Cl)c(Cl)c2)s1	-1.59
CCCCc1nc2ccccc2n1Cc1nnc2n1-c1ccccc1SC2	-0.00443
CC(C)OC(=O)c1c(NC(=O)c2cccs2)sc2c1CCCC2	-0.444
CCSc1nc2ccccc2n1Cc1cccc([N+](=O)[O-])c1	-1.61
O=c1cc(-c2ccccc2Cl)oc2c(NS(=O)(=O)c3cc(Cl)cc(Cl)c3O)ccc(O)c12	-2.41
COc1cccc(-c2nnc(SCC(=O)Nc3cc(C)on3)o2)c1	-1.34
Cc1ccccc1-c1cc(=O)c2c(O)cccc2o1	-0.369
N#CCCN/N=C(/Cc1nc2ccccc2[nH]1)c1cccc(Cl)c1	0.118
CC(C)c1ccccc1NC(=O)c1cccc(NC(=O)c2ccccc2)c1	-4.83
C=CCN1C(=NC(=O)CCCC(=O)O)SC2CS(=O)(=O)CC21 (stereo not given)	0.151
COC(=O)C1=C(C)NC(C)=C(C(=O)O[C@@H]2CCCN(Cc3ccccc3)C2)[C@@H]1c1cccc([N+](=O)[O-])c1	-3.98
Cc1ccnc2nc(C(=O)NC3=NCCS3)nn12	0.301
O=C(Cc1ccccc1)NC1CCN(C(=O)NCc2ccccc2)CC1	1.7
O=c1[nH]c2ccc(S(=O)(=O)Nc3ccc(-c4nnc5n4CCCCC5)cc3)cc2o1	-0.173
CC1(C)C2([N+](=O)[O-])CN3CC1([N+](=O)[O-])CN(C2)C31CCCC1	0.187
CCOC(=O)c1c(-c2cccc(C)c2)csc1NC(=O)c1c(-c2ccccc2)noc1C	-1.83
COc1cccc(C(=O)Nc2nc(C)cs2)c1	0.0927
O=C(Nc1ccc2c(c1)ncn2-c1ccccc1)c1ccco1	0.0862
CCOc1ccc(C(=O)OCC(=O)NCc2ccco2)cc1OCC	-0.704
CC1=NN(Cc2ccccc2)C(=O)/C1=C/c1ccc(N(C)C)cc1	-2.13
O=C(Cn1cnc2ccc(Cl)cc2c1=O)c1cccs1	0.0515
O=C(c1ccco1)N1CCN(Cc2nc3ccccc3c(=O)n2-c2ccc(F)cc2)CC1	-0.052
c1cc(-c2cc3cc(N4CCOCC4)ccc3o2)cs1	0.114
O=C(NC1CCS(=O)(=O)C1)OC1CCCCC1 (stereo not given)	-2.35
CC1CCCC(C(=O)O)N1C(=O)CCSC(=O)c1ccccc1 (stereo not given)	0.0316
O=C(Cc1ccccc1)N[C@@H](Cc1ccccc1)C(=O)O	-0.0663
Cc1ccc(N2C(=O)c3ccc(C(=O)O)cc3C2=O)cc1C	0.428
CC(=O)Nc1ccc(C2NC(=O)c3ccccc3O2)cc1 (stereo not given)	-0.065
C=CCOc1ccc(CNn2cn[nH]c2=S)cc1	0.0895
COc1cccc(C(=O)Nc2ccc(Cl)c(C(F)(F)F)c2)c1	-5.09*
COc1ccc(OCC(=O)NC(=S)Nc2ccc(N3CCOCC3)c(Cl)c2)cc1	-1.31
O=C(CCCN1C(=O)c2ccccc2C1=O)Nc1nncs1	0.207
Cc1cn(C(=O)c2ccccc2)c(=S)n1-c1ccc(Cl)cc1	-1.19
O=C1c2oc3ccccc3c(=O)c2C(c2cccs2)N1CCCN1CCOCC1 (stereo not given)	1.01
O=C(Cn1nc(-c2ccccc2)c2ccccc2c1=O)NCC1CCCO1 (stereo not given)	-1.85

Other compounds:
SMILES	Cav32 inh
CCn1cc(C(=O)NC2CCc3ccccc32)c(=O)c2ccc(C)nc21 (stereo not given)	-0.607
COc1ccc2nc(NC(=O)CSc3nccc(C)n3)sc2c1	-0.542
CCOC(=O)c1cnc(SCc2nc(N)nc(Nc3ccc(C)cc3)n2)nc1N	-4.19
Cc1cc(Nc2ccc(F)cc2Cl)n2ncnc2n1	0.0193
CCOC(=O)c1cc2sccc2n1CC(=O)N1CCc2ccccc21	-0.0705
CC(=O)N1CCN(c2ccc(NCc3ccc(C)cc3)cc2)CC1	0.647
Cc1ccc(C)c(Cn2cnc3c(cnn3C(C)(C)C)c2=O)c1	-4.81*
Nc1nnc(SCc2ccc3c(c2)OCO3)s1	0.751
CCCc1cc(=O)n2[nH]c(SCc3ccccc3)nc2n1	-0.00349
O=C(Nc1ccccc1)c1ccc(NCc2cccnc2)c(S(=O)(=O)N2CCOCC2)c1	0.943
COc1cc(-c2cc(=O)c3c(O)c(OC)c(OC)c(O)c3o2)ccc1O	1.34
Cc1ccc(S(=O)(=O)N(CC(=O)NCc2ccco2)C2CCCCC2)cc1	0.0696
CC(=O)NC1CCC(C(=O)O)(c2ccccc2)C1 (stereo not given)	0.147
O=c1oc(-c2ccco2)nc2c1cnn2-c1ccccc1	1.25
CC(O)c1nc2ccc(Cc3ccc4nc(C(C)O)[nH]c4c3)cc2[nH]1 (stereo not given)	-0.417
COCCOC(=O)c1[nH]c2c(c1C)C(=O)CC(c1ccc(N(C)C)cc1)C2 (stereo not given)	-0.227
CC(C)(C)c1ccc(CN2N=Nc3ccccc3S2(=O)=O)cc1	0.0417
Cc1cc(NC(=O)COC(=O)COc2ccc3c(c2)CCC3)no1	-0.976
CCOC(=O)C1CCCN(S(=O)(=O)c2ccc(F)c(C(=O)Nc3ccc(F)c(F)c3)c2)C1 (stereo not given)	-4.02
Nc1nc(-c2ccccc2)nc(-c2ccccc2O)n1	-0.198
O=C(COC(=O)C1CCC1)Nc1ccc(Oc2ccccc2)cc1	-0.0426
CC1(C)CC(=O)C2=C(C1)Nc1cc3c(cc1C2c1ccc2c(c1)OCO2)OCO3 (stereo not given)	-1.97
CC(C)OCC(O)CN1CCN(CC(O)COc2ccc3c(c2)OCO3)CC1 (stereo not given)	1.41
CSc1nncc(/C(C)=N\Nc2ccccc2)n1	-0.109
COc1cc(OC)cc(-n2nnnc2SCC(=O)Nc2nc3c(s2)CCCC3)c1	-0.456
C=CCn1c(C)cc(C(=O)CSc2n[nH]c(N)n2)c1C	-0.0952
Cc1nnc(SCC(=O)NC2CC2)n1CCc1ccccc1	0.0579
Cc1ccc(NC(=O)c2ccc(-c3nn(C)c(=O)c4ccccc34)cc2)cc1	0.876
Cc1cc(C)nc(NS(=O)(=O)c2ccc(NC(=O)c3ccc(S(=O)(=O)N4CCOCC4)cc3)cc2)n1	0.886
COc1ccc(C2NC3=C(CCC3)C3(C#N)C(OC)(OC)N=C(N)C23C#N)cc1 (stereo not given)	-0.112
COCCOC(=O)c1c(C)n(C)c2ccc(OC(=O)N3CCOCC3)cc12	0.0503
Cc1ccc(C(O)CN2C3=NCCCN3c3ccccc32)cc1 (stereo not given)	0.45
COc1ccc(NS(=O)(=O)c2ccc(S(=O)(=O)N3CCCC3)cc2)cc1	-2.09
CC(=O)Nc1cc2c(cc1NC(=O)c1cnccn1)OCCO2	0.713
CCc1ccccc1S(=O)(=O)Cc1ccc(C(=O)NCC2CCCO2)o1 (stereo not given)	0.7
COc1ccc(C(=O)/C=C\N2CCOCC2)cc1	0.252
CC1(C)Cc2ccccc2C(=NCCCCCC(=O)O)N1	-0.318
O=C(CSc1nnc(-c2ccco2)o1)c1ccccc1	-0.689
COC(=O)CCC(=O)Nc1nnc(C(F)(F)F)s1	0.197
COc1ccc(C(=O)N2CCC(N3CCN(c4ccccc4)CC3)CC2)cc1	0.478

Entries above marked active in Cav32 inh.
SMILES	Cav32 inh
CCCNC(=O)c1ccccc1NC(=O)c1ccccc1N(C)S(=O)(=O)c1ccc(C)cc1	-4.69*
COc1ccc(-n2c(Cc3cccn3C)nnc2SCC(=O)Nc2cccc(OC)c2)cc1	-4.2*
Cc1ccc(NC(=O)CSc2nnc(Cc3cccn3C)n2-c2ccc(F)cc2)cc1	-3.86*
COc1ccc(CCNC(=O)COc2ccc(S(=O)(=O)N3CCOCC3)cc2)cc1OC	-4.33*
COc1cccc(C(=O)Nc2ccc(Cl)c(C(F)(F)F)c2)c1	-5.09*
Cc1ccc(C)c(Cn2cnc3c(cnn3C(C)(C)C)c2=O)c1	-4.81*

Among those listed so far, these contain a tert-butyl group.
SMILES	Cav32 inh
Cc1ccc(C)c(Cn2cnc3c(cnn3C(C)(C)C)c2=O)c1	-4.81*
CC(C)(C)c1ccc(CN2N=Nc3ccccc3S2(=O)=O)cc1	0.0417

An excerpt of these results, as labelled records.
CC(C)OCC(O)CN1CCN(CC(O)COc2ccc3c(c2)OCO3)CC1 (stereo not given)
  Cav32 inh: 1.41

Cc1nnc(SCC(=O)NC2CC2)n1CCc1ccccc1
  Cav32 inh: 0.0579

O=C(CSc1nnc(-c2ccco2)o1)c1ccccc1
  Cav32 inh: -0.689

Continued:
SMILES	Cav32 inh
Cc1nc(-c2ccccc2)sc1C1(C)CC(c2ccc([N+](=O)[O-])cc2)=NO1 (stereo not given)	-1.35
O=C(NCC1CCCO1)c1cccnc1Nc1ccccc1F (stereo not given)	-0.291
CSc1nnc(Cn2c(=O)sc3ccccc32)n1-c1ccccc1C	1.38
CCCCNCCCCOc1ccccc1	0.491
CC1CCN(C(=O)C2Cc3ccccc3CN2S(=O)(=O)c2ccc(F)cc2)CC1 (stereo not given)	-1.95
COc1nn(CC(=O)N2N=C(C)CC2(O)C(F)F)cc1[N+](=O)[O-] (stereo not given)	0.509
COc1ccc(NC(=O)CN(C)S(=O)(=O)c2ccccc2)c([N+](=O)[O-])c1	-0.32
C(=C\c1ccccc1)/C=N/Nc1nc(N2CCOCC2)nc(N2CCOCC2)n1	0.376
Cc1ccc(C)c(CSc2nc(-c3ccco3)nc3c2c(=O)n(C)c(=O)n3C)c1	-0.668
Cc1ccc(C2=Nc3ccccc3NC(C)(c3ccc(C)o3)C2)o1 (stereo not given)	-5.26*
